Glyco luc inh – blocks N-linked glycosylation in D54 reporter cells; D54 ERlucT glycosylation luciferase reporter, 24 h; percent of 100 nM tunicamycin response; reporter increase, % at 12.5 µM; hit rate 0.23% among 360,000; AID 588692;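 active means mean luciferase reporter signal, scaled so untreated is 0 and the glycosylation-blocking control 100, at or above a set limit in every replicate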;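 further: luciferase carries N-glycosylation sites so blocking glycosylation raises the light; 0% = median of neutral control wells and 100% = median of 100 nM tunicamycin wells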
ABHD5 PLIN5 PPI – inhibitors of human ABHD5-perilipin-5 interaction; Q00G26+Q8WTS1; Split G. princeps luciferase complementation, luminescence, 4 h; inhibition, % at 4 µM; hit rate 0.78% among 360,000; AID 602281;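 active means inhibition above the mean inhibition across every tested compound plus 3 SD, cut at about 22% in these data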;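 further: 0% = DMSO only wells and the 100% control is not disclosed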
MC4R barr agon – activates human MC4R beta-arrestin recruitment; activation, % at 8.9 µM; hit rate 0.98% among 360,000; U2OS MC4R beta-arrestin complementation, luminescence; percent of melanotan II response, DMSO zero;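 active means activation above a per-plate cutoff, the mean activation of sample wells on that plate plus 3 SD, cut at about 8% in these data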
Target sequence (P32245 whole entry, looked up): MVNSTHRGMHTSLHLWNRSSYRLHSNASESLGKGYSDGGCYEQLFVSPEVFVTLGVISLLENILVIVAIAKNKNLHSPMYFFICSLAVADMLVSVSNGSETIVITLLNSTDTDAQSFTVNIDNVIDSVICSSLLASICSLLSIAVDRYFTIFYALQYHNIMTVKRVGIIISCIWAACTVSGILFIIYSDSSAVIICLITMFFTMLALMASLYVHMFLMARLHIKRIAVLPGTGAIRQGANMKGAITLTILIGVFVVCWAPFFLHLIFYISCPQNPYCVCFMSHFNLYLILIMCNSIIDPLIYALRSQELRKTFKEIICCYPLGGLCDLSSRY
ABCB6 inh 2 – inhibitors of human ABC transporter ABCB6; hit rate 0.19% among 360,000; fluorescence ratio to DMSO, % at 10 µM; K562-ABCB6 porphyrin accumulation, flow cytometry, 1 h; active compounds read low;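 active means fluorescence ratio to DMSO below 75%, the collection mean minus 3 SD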;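 further: signal is porphyrin accumulated inside mitochondria; 100% equals median channel fluorescence of DMSO control wells; lower ratio means ABCB6 inhibition with less porphyrin fluorescence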
m5-HT2A agonist – mouse HTR2A agonism via beta-arrestin recruitment. activation, % at 7.6 µM. CHO-K1 mHTR2A beta-arrestin complementation, luminescence; percent of 30 µM serotonin response. P35363. hit rate 0.66% among 360,000. AID 624169;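 active means activation above a run cutoff, the mean activation of all tested compounds plus 3 SD, cut at about 14% in these data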;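 further: 0% = plate median of compound wells and 100% = 30 µM serotonin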
Exocytosis inh – lytic granule exocytosis inhibition; TALL-104 LAMP-1 surface exposure, flow cytometry; cells stimulated with thapsigargin and PMA; inhibition, % at 10 µM; hit rate 0.66% among 360,000; AID 651702;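 active means inhibition above about 55%, limit read from the data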
H9c2 protect – myocardial damage modulation in H9c2 cells; H9c2 cardiomyocytes, H2O2 injury protection, ATPLite, 2 h; protection from H2O2 cell death, % at 20 µM; hit rate 0.63% among 360,000; AID 588492;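 active means compounds giving at least 50% protection of heart cells from peroxide-induced death in the single-dose screen, raw or plate-pattern-corrected value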;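 further: 0% = DMSO wells with peroxide and 100% = DMSO wells without peroxide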
MC4R antagonist – blocks human MC4R cAMP signaling; hit rate 0.48% among 360,000; P32245; MC4R-expressing cells, MTII-stimulated cAMP, LANCE TR-FRET; inhibition, % at 6.5 µM; AID 540295;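 active means inhibition above its plate's cutoff, the mean of tested wells on that plate plus 3 SD, cut at about 29% in these data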;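 further: 0% = Melanotan II alone and 100% = Melanotan II plus saturating MCL0020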
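system = U2OS cells with stable human MC4R expression | also added = Melanotan II challenge after compound preincubation | dosing = one concentration, 6.5 µM nominal | incubation = compound 30 min, challenge 1 h, detection 1 h | measured by = TR-FRET with Eu-cAMP and labeled anti-cAMP, 671 nm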
CaV13 ICDI inh – Disruptors of the CACNA1D IQ motif to Ca2+-dependent inactivation inhibitor domain association, primary screening, Förster resonance energy transfer in intact living …; HEK cells, CFP/YFP FRET ICDI-IQ, plate reader, 10 min; percent FRET-ratio fall versus neutral wells; inhibition, % at 12.3 µM; hit rate 0.098% among 340,000; AID 743397;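 active means mean replicate inhibition of at least 30% and at least 1% of replicates passing that level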;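 further: 0% = median of the neutral control wells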
PDI inh – blocks human protein disulfide isomerase activity | P07237 | hit rate 0.052% among 350,000 | inhibition, % at 10 µM | PDI insulin aggregation turbidity, A650, 90 min;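 active means mean inhibition across replicates of 30% or more, whatever share of single replicates reach that level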;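 further: absorbance from insulin aggregation driven by PDI reduction with DTT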
Target sequence (P07237 whole entry, looked up): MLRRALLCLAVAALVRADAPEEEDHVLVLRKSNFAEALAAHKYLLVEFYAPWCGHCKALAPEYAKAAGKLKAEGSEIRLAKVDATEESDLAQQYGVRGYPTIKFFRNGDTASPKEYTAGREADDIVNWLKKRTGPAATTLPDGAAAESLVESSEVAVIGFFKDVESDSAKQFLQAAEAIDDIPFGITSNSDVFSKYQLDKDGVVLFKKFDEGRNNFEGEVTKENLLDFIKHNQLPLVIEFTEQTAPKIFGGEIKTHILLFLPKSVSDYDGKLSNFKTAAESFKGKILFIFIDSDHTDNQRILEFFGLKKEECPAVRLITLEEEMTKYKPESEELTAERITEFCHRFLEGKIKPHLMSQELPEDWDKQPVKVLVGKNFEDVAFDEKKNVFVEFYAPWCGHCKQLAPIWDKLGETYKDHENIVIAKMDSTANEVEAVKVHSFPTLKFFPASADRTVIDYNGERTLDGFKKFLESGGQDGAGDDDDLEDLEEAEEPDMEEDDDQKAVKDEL
* = called active by the depositor; nt = no result given. Rows are unselected; overall some 4.2% were active at least once.

entry | SMILES | Glyco luc inh | ABHD5 PLIN5 PPI | MC4R barr agon | ABCB6 inh 2 | m5-HT2A agonist
1 | Oc1cccc(Nc2ncnc3c2oc2ccccc23)c1 | -1 | 0 | -1.8 | 102 | 2
2 | COC(=O)c1ccccc1NC(=O)CN1C(=O)NC2(CCCCCCC2)C1=O | 1 | 2 | 2.8 | 93 | -10
3 | CN(C)C(=O)CCSc1nnc(-c2ccco2)o1 | -2 | 1 | -2.1 | 100 | -5
4 | CCn1c(CCCNC(=O)c2ccc(F)cc2)nc2ccccc21 | 0 | 0 | -0.5 | 94 | 1
5 | CCC(C)(C)NC(=O)C(c1ccc(OC)cc1)N(C(=O)CCC(=O)Nc1cc(C)on1)C1CC1 (centres undefined) | -2 | 2 | 0.2 | 98 | -1
6 | COC(=O)C1Cc2c([nH]c3ccccc23)C(C(C)C)N1 (centres undefined) | 0 | -3 | -1.4 | 98 | 3
7 | COc1ccc(CCNC(=O)/C=C/c2cc(OC)c(OC)c(OC)c2)cc1OC | 1 | 3 | 1.8 | 102 | 5
8 | CC(=O)NC(Cc1cnc[nH]1)C(=O)O (centres undefined) | 2 | 2 | 1.2 | 94 | -1
9 | O=C(O)c1ccccc1C(=O)NC1CCCc2ccccc21 (centres undefined) | 0 | 3 | -1.9 | 96 | 4
10 | CCNC(=O)c1nc[nH]c1C(=O)NCC | 1 | 2 | -0.9 | 97 | -1
11 | CCOCCCNC(=O)/C(C#N)=C/c1ccc(C)o1 | 0 | 2 | -0.6 | 98 | 12
12 | CC(C)CC(=O)c1c[nH]c(C(=O)NCc2ccc(F)cc2)c1 | 0 | -1 | -0.3 | 98 | -4

entry | Exocytosis inh | H9c2 protect | MC4R antagonist | CaV13 ICDI inh | PDI inh
1 | 7 | 3 | 13 | -17 | -5
2 | -1 | -4 | 18 | -2 | -1
3 | -3 | -1 | 5 | 5 | 1
4 | -1 | -1 | 10 | -4 | nt
5 | 4 | 1 | 0 | -4 | -6
6 | -2 | 5 | 6 | -5 | 5
7 | -3 | 16 | 11 | -3 | 1
8 | 1 | 3 | 4 | -5 | -1
9 | -16 | 7 | 4 | -4 | 4
10 | -2 | 5 | -2 | -5 | -2
11 | -4 | 16 | -2 | -5 | 7
12 | -8 | 1 | 1 | -19 | -6

(further entries)
entry | SMILES | Glyco luc inh | ABHD5 PLIN5 PPI | MC4R barr agon | ABCB6 inh 2 | m5-HT2A agonist
13 | COc1ccccc1NC(=O)CC1S/C(=N/N=C(\C)C2CCCCC2)NC1=O (centres undefined) | 0 | 3 | 3.0 | 98 | 5
14 | COc1ccc(Cl)cc1N(CC(=O)NC(C(C)C)C(C)C)S(C)(=O)=O | 0 | 1 | -1.6 | 104 | 4
15 | O=S(=O)(Nc1cc(Sc2ncn[nH]2)c(O)c2ccccc12)c1ccccc1 | 14 | -4 | -1.8 | 104 | 1
16 | Cc1ccc(N(C(=O)C2CCCC2)C2C=CS(=O)(=O)C2)cc1C (centres undefined) | 0 | -4 | -0.5 | 104 | -1
17 | Cc1cccc(NC(=O)Nc2ccc(Br)cc2)n1 | 1 | -4 | -0.6 | 91 | 5
18 | O=C(OCCCN=C1NS(=O)(=O)c2ccccc21)c1ccc([N+](=O)[O-])cc1 | 1 | -4 | -1.1 | 100 | -3
19 | Cc1ccccc1S(=O)Cc1ccc(C(=O)NCCCN2CCCCC2)o1 (centres undefined) | 0 | -7 | -1.5 | 93 | 3
20 | COc1ccc(CCCc2nnc(SCc3nc4ccccc4c(=O)[nH]3)n2C)cc1C | 0 | -7 | -1.6 | 97 | -1
21 | COCCCNCCCCOc1c(Cl)cc(C)cc1Br | 4 | 1 | 0.9 | 105 | -5
22 | CC(=O)OC1CCC2C3CCc4cc(O)ccc4C3CCC12C (centres undefined) | 0 | -2 | 5.1 | 96 | -5
23 | COc1ccc(/C=C(\NC(=O)c2ccc([N+](=O)[O-])cc2)C(=O)NCCCN2CCOCC2)cc1 | 1 | 0 | -0.3 | 102 | 1
24 | CN(C)S(=O)(=O)c1ccc(-c2cn3ccccc3n2)cc1 | -3 | 0 | -0.7 | 95 | 1

entry | Exocytosis inh | H9c2 protect | MC4R antagonist | CaV13 ICDI inh | PDI inh
13 | -6 | -1 | -1 | -5 | 18
14 | 0 | -2 | -4 | -4 | -21
15 | 101* | -16 | 53* | 6 | -5
16 | -3 | 8 | 5 | nt | 4
17 | 4 | -8 | 0 | -18 | -3
18 | -1 | 9 | -4 | 2 | -3
19 | -17 | 4 | 7 | -2 | -8
20 | 1 | 1 | 4 | -5 | -8
21 | -2 | 15 | 7 | -6 | 3
22 | -3 | -3 | 2 | -5 | 10
23 | -10 | 3 | 1 | -4 | 2
24 | 0 | -15 | 2 | -2 | 10

By substructure: those above with a COOH group
entry | SMILES | Glyco luc inh | ABHD5 PLIN5 PPI | MC4R barr agon | ABCB6 inh 2 | m5-HT2A agonist
8 | CC(=O)NC(Cc1cnc[nH]1)C(=O)O (centres undefined) | 2 | 2 | 1.2 | 94 | -1
9 | O=C(O)c1ccccc1C(=O)NC1CCCc2ccccc21 (centres undefined) | 0 | 3 | -1.9 | 96 | 4

entry | Exocytosis inh | H9c2 protect | MC4R antagonist | CaV13 ICDI inh | PDI inh
8 | 1 | 3 | 4 | -5 | -1
9 | -16 | 7 | 4 | -4 | 4

3 structures already listed, arranged by molar mass, smallest number first:
entry | SMILES | Glyco luc inh | ABHD5 PLIN5 PPI | MC4R barr agon | ABCB6 inh 2 | m5-HT2A agonist
24 | CN(C)S(=O)(=O)c1ccc(-c2cn3ccccc3n2)cc1 | -3 | 0 | -0.7 | 95 | 1
22 | CC(=O)OC1CCC2C3CCc4cc(O)ccc4C3CCC12C (centres undefined) | 0 | -2 | 5.1 | 96 | -5
21 | COCCCNCCCCOc1c(Cl)cc(C)cc1Br | 4 | 1 | 0.9 | 105 | -5

entry | Exocytosis inh | H9c2 protect | MC4R antagonist | CaV13 ICDI inh | PDI inh
24 | 0 | -15 | 2 | -2 | 10
22 | -3 | -3 | 2 | -5 | 10
21 | -2 | 15 | 7 | -6 | 3

The main list resumes; the 3 compounds before the break are reprinted first.
entry | SMILES | Glyco luc inh | ABHD5 PLIN5 PPI | MC4R barr agon | ABCB6 inh 2 | m5-HT2A agonist
22 | CC(=O)OC1CCC2C3CCc4cc(O)ccc4C3CCC12C (centres undefined) | 0 | -2 | 5.1 | 96 | -5
23 | COc1ccc(/C=C(\NC(=O)c2ccc([N+](=O)[O-])cc2)C(=O)NCCCN2CCOCC2)cc1 | 1 | 0 | -0.3 | 102 | 1
24 | CN(C)S(=O)(=O)c1ccc(-c2cn3ccccc3n2)cc1 | -3 | 0 | -0.7 | 95 | 1
25 | CN(CC(=O)Nc1ccc(Cl)c(C(F)(F)F)c1)C(=O)c1ccc2c(c1)OCCO2 | 0 | -6 | -1.6 | 97 | -5
26 | Cc1ccc(N2C(=O)c3cccc4c(N)ccc(c34)C2=O)c2cccnc12 | 17 | -2 | -1.8 | 93 | 0
27 | COc1ccc(S(=O)(=O)NC(=O)C2(C)CCN2C(=O)Cc2cc(C)cc(C)c2)cc1 (centres undefined) | 1 | 2 | -0.4 | 98 | 3
28 | CCOc1ccc(OCCC(=O)OCC(=O)NC2CCCC2)cc1 | -2 | 1 | -1.2 | 96 | -3
29 | O=C(COc1ccc(Cl)cc1)Nc1nnc(-c2ccc3c(c2)CCCC3)o1 | 1 | 2 | -0.7 | 99 | -2
30 | CC(=O)Nc1ccc(S(=O)(=O)Nc2ncccn2)cc1 | 1 | -1 | -3.1 | 101 | 8
31 | CCN1CCCC1CNC(=O)c1cc(S(N)(=O)=O)ccc1OC (centres undefined) | -3 | -7 | 0.4 | 97 | 4

entry | Exocytosis inh | H9c2 protect | MC4R antagonist | CaV13 ICDI inh | PDI inh
22 | -3 | -3 | 2 | -5 | 10
23 | -10 | 3 | 1 | -4 | 2
24 | 0 | -15 | 2 | -2 | 10
25 | 6 | -7 | 6 | -6 | -5
26 | 1 | 12 | -23 | -22 | 1
27 | -4 | 2 | 3 | -6 | -24
28 | 14 | 1 | -2 | -2 | -5
29 | 1 | 27 | 6 | -6 | 19
30 | 1 | 0 | -2 | -9 | 4
31 | 0 | -1 | 5 | -5 | 13
